Screening results as filed in PubChem.
Pf growth 48h: Primary qHTS for delayed death inhibitors of the malarial parasite plastid, 48 hour incubation | P. falciparum luciferase growth in erythrocytes, 48 h | Potency, µM (series often up to 28.7 µM), for inactives: at the top dose activity change, negative = inhibition, usual class: inhibitors | 5.9% of 310,000 active | AID 504832, 2011; note: potency is the fitted concentration of half-maximal effect; % is set by controls: 0 for no effect and ±100 for the full control effect
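A one-generation exposure of luciferase-tagged malaria parasites in RPMI 1640/Albumax erythrocyte culture, 37 C and 5% CO2. Inhibition is inferred from decreased luminescence after adding detection reagent.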
Cycloheximide cs: Cycloheximide Counterscreen for Small Molecule Inhibitors of Shiga Toxin; cell reporter, cycloheximide protein synthesis inhibition counterscreen; 12% of 300,000 active; max response, %; in the data active = max response mostly above about 13%, no sharp cut-off; inactive = mostly below about 14%; note: read at 38.3 µM for the half of the compounds with a filed dose; 0% is about no effect
HCV inh: qHTS Assay for Inhibitors of Hepatitis C Virus (HCV); 3.4% of 340,000 active; Potency, µM (top dose mostly 41.8 µM), inactives show top-dose activity change, negative = inhibition, most hits filed as inhibitors; AID 651820, 2012; Huh7.5.1 HCVcc-Cre infection, luciferase reporter, 44 h; note: potency is the fitted concentration of half-maximal effect; % is set by controls: 0 for no effect and ±100 for the full control effect
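HCVcc-Cre virus at an moi near 0.5 was added right after compound to cells cultured 4 h from seeding (1,000 cells/well). Luciferase activity was determined 44 h later, 15 min after substrate addition at RT.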
FBPA Giardia inh: qHTS Assay for Inhibitors of Fructose-1,6-bisphosphate Aldolase from Giardia Lamblia; A8B2U2; purified Giardia FBPA; Potency, µM (doses to about 59.6 µM), inactives show top-dose activity, negative = inhibition, usual class: inhibitors; 0.71% of 290,000 active; note: potency is the fitted concentration of half-maximal effect; % is set by controls: 0 for no effect and ±100 for the full control effect; nearly all actives have a fitted effect of over 55% in size
Target sequence (A8B2U2 whole entry, looked up): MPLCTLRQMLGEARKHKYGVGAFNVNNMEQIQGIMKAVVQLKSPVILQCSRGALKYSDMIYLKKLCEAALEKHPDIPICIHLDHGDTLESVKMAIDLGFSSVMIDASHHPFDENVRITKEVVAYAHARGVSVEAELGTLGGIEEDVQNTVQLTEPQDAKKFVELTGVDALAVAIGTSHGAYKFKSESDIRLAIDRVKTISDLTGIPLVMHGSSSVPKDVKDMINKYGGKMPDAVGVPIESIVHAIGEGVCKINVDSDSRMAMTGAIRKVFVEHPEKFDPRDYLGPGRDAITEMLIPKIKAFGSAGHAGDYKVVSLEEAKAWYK
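Giardia FBPA (40 nM reagent) was preincubated 10 min at RT with compound (up to 57.5 uM final), then substrate plus GAPDH/TPI/NAD/arsenate coupling system with diaphorase/resazurin was added; resorufin fluorescence (525/598 nm) was read after 20 min.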
Shiga toxin inh: A qHTS for Small Molecule Inhibitors of Shiga Toxin. Vero cells, Shiga toxin protein synthesis inhibition reporter. inhibition, % at 38.7 µM. 9.2% of 290,000 active. AID 2315, 2010; in the data active = inhibition mostly above about 28%, no sharp cut-off; inactive = mostly below about 43%; note: 0% is about no effect
Pf growth 96h: Primary qHTS for delayed death inhibitors of the malarial parasite plastid, 96 hour incubation; Potency, µM (series often up to 28.7 µM), inactives show top-dose activity change, negative = inhibition, usual class: inhibitors; 6.9% of 320,000 active; P. falciparum luciferase reporter growth, 96 h; note: potency is the fitted concentration of half-maximal effect; % is set by controls: 0 for no effect and ±100 for the full control effect
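Luminescence readout: decreased luciferase signal marks inhibited growth of reporter-expressing P. falciparum in infected red cells (2% hematocrit, 0.05% parasitemia final), exposed to compound two generations (96 h, 37 C, 5% CO2).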
An asterisk follows results filed as active; ? = inconclusive; · = no result given; + = active, no number; [ ] = another dose, or the depositor's remark. Unless noted, calls come from the whole dose curve; as a rule, active = well fitted curve in the direction sought with a large enough effect; inconclusive = small, poorly fitted or top-dose-only effect, or another doubt; inactive = no such curve, though single readings can be large; an effect the other way counts as inactive or inconclusive.

Start of the listing, in advance, 6 compounds:
SMILES	Pf growth 48h	Cycloheximide cs	HCV inh	FBPA Giardia inh	Shiga toxin inh	Pf growth 96h
CCOC(=O)C1=C(CSc2nc3c(cc2C#N)CCC3)OC(N)=C(C#N)C1c1ccccc1 (stereo unspecified)	-2.7%	12.9	4.5%	?	-7.2	217.3%[activator]
Cc1ccc(S(=O)(=O)Nc2cccc(C(=O)NCC(c3ccco3)N(C)C)c2)cc1F (stereo unspecified)	?	·	-2.5%	·	·	-6.5%
COc1cccc(S(=O)(=O)Nc2ccc(C(=O)N3CCCCCC3)cc2)c1	-3.4%	-1.4	1.2%	2.8%	3.8	8.8%
Cc1cccc(N(Cc2cc3ccccc3[nH]c2=O)C(=O)c2ccco2)c1C	-22.1%	1.0	2.8%	12.9%	-29.5	?
O=C1CCc2cc(S(=O)(=O)N3CCN(c4ccccc4)CC3)cc3c2N1CCC3	5.2%	·	-0.6%	·	·	7.8%
CCOc1ccccc1NC(=O)COC(=O)CNS(=O)(=O)c1ccc(C)cc1	-18.2%	1.3	-1.1%	3.4%	-7.7	-24.0%

The listing, from the start:
SMILES	Pf growth 48h	Cycloheximide cs	HCV inh	FBPA Giardia inh	Shiga toxin inh	Pf growth 96h
CCOC(=O)C1=C(CSc2nc3c(cc2C#N)CCC3)OC(N)=C(C#N)C1c1ccccc1 (stereo unspecified)	-2.7%	12.9	4.5%	?	-7.2	217.3%[activator]
Cc1ccc(S(=O)(=O)Nc2cccc(C(=O)NCC(c3ccco3)N(C)C)c2)cc1F (stereo unspecified)	?	·	-2.5%	·	·	-6.5%
COc1cccc(S(=O)(=O)Nc2ccc(C(=O)N3CCCCCC3)cc2)c1	-3.4%	-1.4	1.2%	2.8%	3.8	8.8%
Cc1cccc(N(Cc2cc3ccccc3[nH]c2=O)C(=O)c2ccco2)c1C	-22.1%	1.0	2.8%	12.9%	-29.5	?
O=C1CCc2cc(S(=O)(=O)N3CCN(c4ccccc4)CC3)cc3c2N1CCC3	5.2%	·	-0.6%	·	·	7.8%
CCOc1ccccc1NC(=O)COC(=O)CNS(=O)(=O)c1ccc(C)cc1	-18.2%	1.3	-1.1%	3.4%	-7.7	-24.0%
CC(=O)c1cn(CC(=O)NCCc2c[nH]c3ccccc23)c2ccccc12	11.1%	-0.5	10µM*	-4.9%	13.3	-25.7%
COCCCNC(=O)c1ccc2c(c1)OCO2	67.7%[activator]	22.9*	12.1%	5.7%	+	·
O=C(CCNS(=O)(=O)c1cccs1)Nc1ccccc1F	7.4%	-1.1	19.1%	3.3%	12.3	?
O=C(O)C(F)(F)C(NCc1ccccc1)c1ccccc1 (stereo unspecified)	2.3%	-1.9	-15.5%	13.8%	-2.6	30.4%[activator]
Cc1cc(C)n2c(Br)c(CN3CCCC(C)C3)nc2n1 (stereo unspecified)	0.9%	10.0	7.6%	5.3%	6.8	21.7%
COc1ccccc1C(=O)NNC(=O)C(=O)NC(C)C	-16.5%	-2.3	31.4%[activator]	-16.0%	-10.7	10.1%
O=C(CN1CCN(C(=O)c2ccccc2)CC1)Nc1ccc(Cl)cc1F	2.3%	-1.0	-1.5%	3.4%	-2.6	-4.6%
CCCn1c(O)c(CN2CCCC(C)C2)c(C)c(C#N)c1=O (stereo unspecified)	-0.1%	-0.6	-1.9%	?	-7.8	47.3%[activator]
CC(=O)NC(CC(=O)Nc1nccs1)c1ccccc1 (stereo unspecified)	13.1%	17.5	5.5%	19.9%	14.1	23.0%
CN(C)CCCCNCCCNC(=O)/C=N\O	·	-2.5	28.0%	-5.4%	-19.2	36.1%[activator]
O=P(O)(O)c1ccccc1OCCOCCOCCOCCOc1ccccc1P(=O)(O)O	122.7%[activator]	42.1*	6.2%	-2.7%	46.9	-25.7%
CN1CCC(=O)N([C@H](CC#N)c2ccccc2)CC1	-2.4%	-2.0	13.2%	-14.7%	4.2	-0.1%
Cc1ccc(N(C(=O)CNC(=O)c2ccco2)C(C(=O)NCC2CCCO2)c2ccccc2)cc1 (stereo unspecified)	-14.5%	-1.8	12.0%	-6.9%	34.3	·
Cc1cccc(N2CCN(C(=O)c3ccncc3)CC2C)c1 (stereo unspecified)	-6.2%	1.2	?	0.8%	-22.4	·
Cc1ccc2cc(/C=N/NC(=O)CN3CCOCC3)c(Cl)nc2c1	46.1%[activator]	18.0	-1.2%	-2.7%	15.8	16.2%
O=C(/C=C/c1ccc2c(c1)OCO2)Nc1nc2ccc(F)cc2s1	81.2%[activator]	22.0*	14.1%	7.5%	62.9*	57.2%[activator]
O=C1CCCC(=O)N1c1ccc(F)cc1	-8.5%	-3.1	6.6%	-3.5%	-10.3	42.8%[activator]
COc1ccc(C(=O)/C=C2/c3ccccc3CC(C)(C)N2C)cc1OC	-4.3%	6.1	24.8%	?	9.2	11.7µM*
COCCCNC(=O)c1ccc(CS(=O)(=O)c2ccc(Br)cc2)o1	·	0.3	-3.1%	0.4%	-8.7	19.0%
Cc1cc(NC(=O)c2ccccc2Cl)c(C(C)C)cc1O	-0.9%	1.7	-18.3%	6.0%	-9.5	-8.2%
COc1ccccc1N1CCN(C(=O)/C=C/c2c(Cl)nc3ccccn23)CC1	?	4.9	11.2µM*	-3.5%	-16.5	39.2%[activator]
CC1CC(=O)Nc2ccccc2N1C(=O)Nc1ccc(F)cc1 (stereo unspecified)	-21.3%	8.4	-25.7%	4.1%	10.1	-24.5%
Cc1ccc(S(=O)(=O)NC(=O)Nc2cc(C)ccc2F)cc1	2.4%	-4.3	7.8%	2.9%	18.5	-5.9%
CC(C)N(c1nnc(N)s1)C(C)C	-19.4%	-3.4	0.1%	1.6%	17.7	-23.0%
CCCCn1c(SCC(=O)Nc2cc(C)on2)nc2ccsc2c1=O	-3.4%	13.0	-1.4%	-7.8%	-3.7	4.0%
Cc1ccccc1NC(=S)N1CCCC(c2nc3ccccc3[nH]2)C1 (stereo unspecified)	-16.6%	-1.0	-24.0%	-6.3%	-9.6	0.5%
Cc1c(-c2ccc(Br)cc2)[n+](=O)c2c(n1[O-])CCCCC2	-7.9%	-2.1	14.0%	4.8%	17.3	?
O=C(COc1ccc2ccccc2c1)N/N=C/c1ccccn1	-20.7%	-0.8	6.3%	-15.2%	-3.7	14.2%
CC1CCc2sc3ncnc(N4CCOCC4)c3c2C1 (stereo unspecified)	?	-3.8	10µM*	5.6%	-23.3	·
Cc1cc(C)cc(SCc2noc(C(=O)NC(C)C)c2C(=O)O)c1	39.0%[activator]	-2.6	9.4%	16.5%	-10.8	100.1%[activator]
O=C(CNC(=O)c1ccccc1F)NCCc1ccc(Cl)cc1	3.2%	0.8	15.1%	·	-2.0	54.6%[activator]
CCN1CCN(C(c2cccs2)C(C)NC(=O)C(=O)N2CCCCC2)CC1 (stereo unspecified)	-18.8%	-2.9	17.6%	·	-2.0	?
COc1ccc(S(=O)(=O)NCCS(=O)(=O)N2CCN(c3ccccc3)CC2)cc1	4.0%	·	0.1%	·	·	3.3%
CC(=O)Nc1ccc(S(=O)(=O)N2CCN=C2SCc2ccccc2C)cc1	-23.9%	-2.8	-15.2%	·	-6.9	-19.7%

Shown field by field: part of the list above.
structure: O=C(COc1ccc2ccccc2c1)N/N=C/c1ccccn1
- Pf growth 48h: -20.7%
- Cycloheximide cs: -0.8
- HCV inh: 6.3%
- FBPA Giardia inh: -15.2%
- Shiga toxin inh: -3.7
- Pf growth 96h: 14.2%
structure: CC(C)N(c1nnc(N)s1)C(C)C
- Pf growth 48h: -19.4%
- Cycloheximide cs: -3.4
- HCV inh: 0.1%
- FBPA Giardia inh: 1.6%
- Shiga toxin inh: 17.7
- Pf growth 96h: -23.0%

(more compounds)
SMILES	Pf growth 48h	Cycloheximide cs	HCV inh	FBPA Giardia inh	Shiga toxin inh	Pf growth 96h
COc1cc(OC)cc(C(=O)N/N=C/c2ccc(OC)c(COc3ccc(F)cc3)c2)c1	20.9%	-6.3	?	2.8%	-24.6	-18.8%
O=C(O)c1cccc(Nc2ncnc3c2cnn3-c2ccccc2)c1	212.0%[activator]	35.1*	6.0%	12.6%	105.8*	·
NS(=O)(=O)c1ccc(NC(=O)c2cccc(Cl)c2)cc1	6.7%	1.5	-16.6%	-6.2%	-1.6	?
O=C(COC(=O)c1ccccc1Nc1ccccc1)c1ccccc1	-0.8%	29.8*	?	0.7%	34.7	-24.5%
Fc1ccc(OCCCCN2CCOCC2)cc1	15.3%	-2.6	27.8%	-3.4%	-2.9	?
CCOc1ccc(-n2c(SCC(=O)NCc3ccco3)nc3c(c2=O)SCC3)cc1	-8.1%	-2.0	?	-0.5%	-9.6	82.4%[activator]
COc1cc(OC)cc(C(=O)NCC(=O)N2CCCCCCC2)c1	-21.4%	·	-2.7%	·	·	-16.6%
Cc1nc(SCC(=O)c2cccc([N+](=O)[O-])c2)n[nH]1	18.8%	12.4	?	?	12.0	24.7%
Cc1onc(-c2ccccc2)c1CNC(=O)Nc1ccc(F)cc1F	?	10.2	?	3.3%	-10.9	?
Cc1cc(Br)ccc1SCC(=O)OCC(=O)Nc1ccc2[nH]c(=O)[nH]c2c1	0.0%	·	22.3%	·	·	23.1%
CCN1CCN(C(=O)c2cccc(OC3CCN(S(C)(=O)=O)CC3)c2)[C@@H](C)C1=O	12.4%	-4.7	18.4%	·	-5.1	35.3%[activator]
Cn1c(=O)cc(OCC(=O)Nc2ccccn2)c2ccccc21	·	1.3	17.4%	-7.7%	-12.8	-7.9%
O=c1c2ccccc2nc(SCc2ccncc2)n1CC1CCCO1 (stereo unspecified)	?	7.8	16.4%	8.4%	19.0	-0.1%
O=C(c1ccc2[nH]c(=O)c(=O)[nH]c2c1)N1CCc2ccccc2C1	23.3%	1.5	23.2%	-21.9%	-11.2	58.6%[activator]
Cc1ccc(NC(=O)c2ccccc2-c2ccc(C(F)(F)F)cc2)cc1S(=O)(=O)N1CCOCC1	?	-1.5	?	1.2%	-4.7	?
CC(C)(C)OC(=O)N1CCC(C(=O)N[C@@H](Cc2ccccc2)C(=O)O)CC1	·	-4.6	-2.7%	3.3%	-7.5	-13.8%
CN(C)/C=N/S(=O)(=O)c1cccn1-c1ncc(C(F)(F)F)cc1Cl	-19.9%	-0.9	-11.1%	3.6%	-0.4	9.8%
O=C(Nc1ccc(F)cc1)c1cc(Cl)sc1Cl	31.2%[activator]	29.2*	9.3%	-5.7%	77.4*	80.6%[activator]
Cc1cccc(C)c1NC(=S)Nc1ccc(Cl)c(Cl)c1	?	1.7	3.9%	-12.7%	16.3	-20.7%
O=C(Oc1cccc(/C=N/Nc2nc(N3CCOCC3)nc(N3CCOCC3)n2)c1)c1ccco1	5.3%	-4.4	1.12µM*	-7.6%	-1.9	35.0%[activator]
Cc1oc(-c2cccs2)nc1CN1CCC(C(=O)N2CCCC2)CC1	3.8%	-2.4	-14.2%	3.5%	1.9	?
CC(C(=O)NC1CCCC1)N(C(=O)c1snc(C(N)=O)c1N)c1ccc2c(c1)OCCO2 (stereo unspecified)	?	-4.1	?	2.0%	-19.7	-16.3%
CCc1nonc1NC(=O)c1oc2c(C)c(C)ccc2c1C	?	2.3	-17.6%	0.3%	2.8	14.0%
NC(=S)Nc1cccc(F)c1	32.7%[activator]	-2.0	14.4%	-11.6%	-9.3	10.7%
CC(=O)N/C(=C/c1ccc(Cl)cc1)C(=O)NCCc1c[nH]c2ccccc12	-22.9%	-4.7	4.4%	5.0%	-3.4	?
CSc1nnc(C2CCCN2)n1C (stereo unspecified)	6.2%	2.3	28.2%	2.1%	-11.2	84.4%[activator]
O=C(COC(=O)Cc1ccc(S(=O)(=O)N2CCOCC2)s1)NCc1ccccc1	-3.5%	-3.3	14.3%	-0.9%	-8.9	33.8%[activator]
